Source: PubChem BioAssay (National Center for Advancing Translational Sciences (NCATS))
3T3 cytotox = Cytotoxic Profiling in NIH 3T3 Cell Line of Diverse Libraries Using Quantitative High-Throughput Screening; NIH 3T3 viability, CellTiter-Glo ATP luminescence, 48-72 h; Potency, µM (series often up to 96.7 µM), without a hit: top-dose activity change, negative = cytotoxicity, hits mostly inhibitors; 94,000 tested, 4.3% active; further: potency means the concentration at half of the fitted maximal effect; nearly all actives have a fitted effect of over 55% in size
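ATP-dependent luminescence (CellTiter-Glo) served as the viability signal for NIH 3T3 cells treated with compound for 48 or 72 hr at 37 °C.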
FLuc inh = Firefly luciferase inhibition profiling of diverse chemical library using quantitative high-throughput screening. Luciferin 4-monooxygenase (Photinus pyralis), P08659. purified P. pyralis luciferase, luminescence, biochemical. Potency, µM (doses to about 115 µM), for the others: at the top dose activity change, negative = inhibition, most hits filed as inhibitors. 76,000 tested, 2.5% active. AID 1347043, 2019; further: potency means the concentration at half of the fitted maximal effect; nearly all actives have a fitted effect of over 65% in size
Target sequence (P08659 whole entry, looked up): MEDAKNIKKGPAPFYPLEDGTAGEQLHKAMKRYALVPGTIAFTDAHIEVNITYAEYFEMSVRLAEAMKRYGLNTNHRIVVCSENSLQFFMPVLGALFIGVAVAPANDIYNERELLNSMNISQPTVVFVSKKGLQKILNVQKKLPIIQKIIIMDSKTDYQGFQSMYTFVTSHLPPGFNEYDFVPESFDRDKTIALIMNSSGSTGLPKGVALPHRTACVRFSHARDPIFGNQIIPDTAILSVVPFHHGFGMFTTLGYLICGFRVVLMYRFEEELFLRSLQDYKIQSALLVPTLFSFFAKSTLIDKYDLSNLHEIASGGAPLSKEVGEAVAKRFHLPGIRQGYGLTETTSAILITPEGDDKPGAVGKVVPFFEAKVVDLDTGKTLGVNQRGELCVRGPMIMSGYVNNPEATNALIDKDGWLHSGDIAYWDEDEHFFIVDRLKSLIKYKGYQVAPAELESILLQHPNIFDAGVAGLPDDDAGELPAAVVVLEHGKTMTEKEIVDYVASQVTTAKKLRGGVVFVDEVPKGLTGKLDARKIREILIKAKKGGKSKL
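Inhibitors were tested against purified firefly luciferase in a biochemical, low-substrate format (both substrates at 10uM) and luminescence measured with a CCD imager.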
HEK293 tox = Cytotoxic Profiling in HEK 293 Cell Line of Diverse Libraries Using Quantitative High-Throughput Screening; HEK 293 viability, ATP luminescence (CellTiter-Glo), 48-72 h; Potency, µM (titrated, usually from 115 µM), inactives show top-dose activity change, negative = cytotoxicity, hits mostly inhibitors; 94,000 tested, 6.6% active; AID 1345083, 2018; further: potency means the concentration at half of the fitted maximal effect; nearly all actives have a fitted effect of over 60% in size
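Cells seeded first (HEK 293, 250 cells/well), then compound added by pintool. Incubation ran 48 or 72 hr at 37 degree Celsius. CellTiter-Glo was added and luminescence imaged after 10 min at room temperature.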
GPT2 inh = Primary qHTS assay for inhibitors of Glutamate pyruvate transaminase 2 (GPT2); Alanine aminotransferase 2 (Homo sapiens), Q8TD30; Recombinant GPT2, coupled pyruvate oxidase/HRP Amplex Red fluorescence; Potency, µM (top dose mostly 57.7 µM), for the others: at the top dose activity change, negative = inhibition, most hits filed as inhibitors; 100,000 tested, 0.25% active; further: potency means the concentration at half of the fitted maximal effect; nearly all actives have a fitted effect of over 60% in size; many of its hits are not listed in these tables
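Fluorescence of coupled pyruvate oxidase/HRP/Amplex Red system (50uM Amplex, 30 min, dark) reports pyruvate formed by GPT2. Enzyme reaction: 10ng/uL GPT2, 2mM L-alanine, 250uM a-KG, 30 min room temperature, pH 7.5; 50uM AOA control.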
HEK293 viab = GF-AFC viability counterscreen for inhibitors of alpha-synuclein gene (SNCA) expression | 150,000 tested, 0.12% active | HEK-293-SNCA-luc viability, GF-AFC fluorescence, 24 h | Potency, µM (highest dose often 57.1 µM), inactives show top-dose activity change, negative = cytotoxicity, actives largely listed as cytotoxic;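 further: potency means the concentration at half of the fitted maximal effect; 0% = DMSO-treated cells and -100% = medium-only wells without cells; nearly all actives have a fitted effect of over 30% in size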
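Cytotoxicity counterscreen: after 24 h compound treatment of genome-edited SNCA-luciferase HEK-293 cells, live-cell protease substrate GF-AFC read by fluorescence after 30 min; activity scaled between DMSO (0%) and medium-only (-100%), curves Hill-fitted.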
IP6K1 inh = Primary qHTS assay for small molecule inhibitors of Inositol hexaphosphate kinase 1 (IP6K1); AID 1645851, 2021; IP6K1 kinase, ADP-Glo luminescence, 2 h; stronger effect = lower value; activity change, % (series mostly up to about 58 µM); 140,000 tested, 0.81% active; in the data active means activity change below about -25%
Target sequence (Q92551 whole entry, looked up): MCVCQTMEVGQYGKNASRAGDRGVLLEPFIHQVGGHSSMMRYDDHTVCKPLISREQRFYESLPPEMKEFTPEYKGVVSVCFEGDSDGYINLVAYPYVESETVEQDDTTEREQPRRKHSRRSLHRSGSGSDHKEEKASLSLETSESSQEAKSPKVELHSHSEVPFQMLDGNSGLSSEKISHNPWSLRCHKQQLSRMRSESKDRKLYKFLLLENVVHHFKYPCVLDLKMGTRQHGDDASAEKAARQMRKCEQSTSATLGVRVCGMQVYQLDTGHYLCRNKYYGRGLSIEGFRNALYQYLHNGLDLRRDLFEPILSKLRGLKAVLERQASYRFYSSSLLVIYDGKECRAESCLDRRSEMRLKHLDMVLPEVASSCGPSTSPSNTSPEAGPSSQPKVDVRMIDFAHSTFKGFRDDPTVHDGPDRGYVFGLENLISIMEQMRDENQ
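ADP-Glo luminescence measures ADP made by human IP6K1 during a 2 h RT reaction with ATP/IP6 (mix at 1.3 mM/130 uM); top library doses 57.5 and 19.1 uM final.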
SNCA expr inhib = Primary qHTS assay for inhibitors of alpha-synuclein gene (SNCA) expression; HEK-293 SNCA-luciferase knock-in, luminescence, 24 h; Potency, µM (doses to about 57.2 µM), for inactives: at the highest dose activity change, negative = inhibition, most hits filed as inhibitors; 140,000 tested, 0.17% active;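 further: potency means the concentration at half of the fitted maximal effect; plate controls were DMSO cells for no effect and cell-free wells for full effect; nearly all actives have a fitted effect of over 45% in size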
An asterisk follows results filed as active; i = inactive; ? = inconclusive; . = no result given; & = joins results of further samples; [ ] = remark or other dose. Unless noted, the call rests on the fitted dose curve; in most records, active means well fitted curve in the direction sought with a large enough effect; inconclusive means small, poorly fitted or top-dose-only effect, or another doubt; inactive means no such curve, though single readings can be large; an effect the other way counts as inactive or inconclusive. Unless noted, on the % scale 0 is the no-effect control and ±100 the full control effect.

Letter code: A = 3T3 cytotox; B = FLuc inh; C = HEK293 tox; D = GPT2 inh; E = HEK293 viab; F = IP6K1 inh; G = SNCA expr inhib
CC1CCN(C(=O)Cn2c(=O)n(-c3ccc(Cl)cc3)c(=O)c3c4c(sc32)CCC4)CC1
  A: .	B: .	C: .	D: .	E: -29%	F: 22	G: -13%

COC(=O)C1(O)C(OC(C)=O)CCC2C3(CC(c4ccoc4)OC3=O)C(C)=CCC21C(=O)OC (centres undefined)
  A: .	B: .	C: .	D: 1%[27.3 µM]	E: -7%[23.9 µM]	F: 1	G: .

COc1cccc(NC(=O)Cn2c(=O)n(Cc3ccc4c(c3)OCO4)c(=O)c3oc4ccccc4c32)c1
  A: .	B: .	C: .	D: .	E: -30%	F: 8	G: 18%

COc1ccc(CN2Cc3[nH]nc(-c4cccnc4OC)c3CC2=O)cc1
  A: ?	B: -1%[172 µM]	C: 71µM*	D: i	E: -3%[87.6 µM]	F: 30	G: -11%[87.6 µM]

O=[S+]1([O-])NCC2(CCN(CC3CCCCC3)CC2)Oc2ncccc21
  A: i	B: .	C: i	D: 1%	E: 0%	F: 9	G: 4%

Cc1ccc(S(=O)(=O)c2nc(S(=O)(=O)c3ccccc3)sc2NCCCOC(C)C)cc1
  A: .	B: .	C: .	D: .	E: -3%	F: 4	G: -28%

C[S+](=O)([O-])c1ccc(-c2nc(C(=O)NCc3ccc(F)cc3)n3ccncc23)cc1
  A: -23%	B: .	C: -31%	D: 1%	E: 14%	F: -14	G: -3%

C[S+](=O)([O-])NC1CCN(C(=O)c2ccc(-c3cncnc3)cc2)CC1
  A: -2%	B: .	C: 2%	D: i	E: 2%[12.5 µM]	F: -7	G: -25%

CCc1ccc(-n2nc(C)c3c(C)cc(=O)n(CC(=O)N4CCCc5ccccc54)c32)cc1
  A: .	B: .	C: .	D: .	E: -15%	F: 11	G: 8%

Cc1ccc(Cn2c(=O)n(Cc3ccco3)c(=O)c3oc4ccccc4c32)cc1
  A: .	B: .	C: .	D: .	E: ?	F: 44	G: 13%

O=C(O)C[C@@H]1CCN(C(=O)C2CCCCC2)C[C@@H]1CCN1CCC(C(=O)O)CC1
  A: i	B: -5%[172 µM]	C: i	D: -2%[88.5 µM]	E: 4%[87.6 µM]	F: 2	G: -9%[87.6 µM]

Cc1cccc(NC(=O)N2C[C@@H](Oc3cccnc3)C[C@@H]2C(=O)N2CCOCC2)c1
  A: 3%	B: -5%	C: i	D: -12%	E: -10%	F: 17	G: 5%

CCc1ccc(-n2nc(C)c3c(C(=O)Nc4ccc(Cl)cc4)cc(C)nc32)cc1
  A: .	B: .	C: .	D: .	E: 3%	F: 0	G: 0%

COCCc1noc(CNC(=O)c2ccc(-c3ccccc3Cl)o2)n1
  A: -30%	B: -20%	C: -27%	D: -17%	E: 2%	F: 8	G: 5%

Cc1c(Cn2c(C)nc3c(C(=O)O)cc(N4CCOCC4)cc32)cccc1C(F)(F)F
  A: .	B: .	C: .	D: i	E: 7%&-5%	F: -7	G: -15%

Quoted at random: 2 entries already listed, in no set order.
Letter code: A = 3T3 cytotox; B = FLuc inh; C = HEK293 tox; D = GPT2 inh; E = HEK293 viab; F = IP6K1 inh; G = SNCA expr inhib
O=[S+]1([O-])NCC2(CCN(CC3CCCCC3)CC2)Oc2ncccc21
  A: i	B: .	C: i	D: 1%	E: 0%	F: 9	G: 4%

CCc1ccc(-n2nc(C)c3c(C)cc(=O)n(CC(=O)N4CCCc5ccccc54)c32)cc1
  A: .	B: .	C: .	D: .	E: -15%	F: 11	G: 8%

Next results:
Letter code: A = 3T3 cytotox; B = FLuc inh; C = HEK293 tox; D = GPT2 inh; E = HEK293 viab; F = IP6K1 inh; G = SNCA expr inhib
CN(CC1CCOCC1)C(=O)Nc1ccccc1Br
  A: i	B: -15%	C: 14%	D: i	E: 5%	F: 25	G: -13%

CSc1ncc(C(=O)NCc2ccccc2)c(-c2ccccc2)n1
  A: .	B: .	C: .	D: .	E: 9%	F: -11	G: 5%

COc1ccccc1N1CCCc2ncc(C(=O)N3CC[S+](=O)([O-])CC3)cc21
  A: ?	B: -1%[172 µM]	C: 2%[172 µM]	D: -5%[88.5 µM]	E: 0%[87.6 µM]	F: 13	G: 7%[87.6 µM]

CCCCN(CCCNC(=O)c1cc(Nc2ccc(OC)c(OC)c2)nc2ccccc12)Cc1ccccc1
  A: .	B: .	C: .	D: .	E: -25%	F: 0	G: -17%

CCCCn1c(CNC(=O)c2ccc(OC)cc2)nnc1SCC(=O)Nc1ccc(OC)cc1
  A: .	B: .	C: .	D: .	E: -13%	F: -14	G: -7%

Cc1cc(=O)[nH]c2nnc(SCc3ccc(Cl)cc3Cl)n12
  A: .	B: .	C: .	D: .	E: 2%	F: -5	G: 1%

CCN(CC)c1ccc(NC(=O)CCS(=O)(=O)c2ccc3c(c2)oc(=O)n3C)c(C)c1
  A: .	B: .	C: .	D: .	E: 1%	F: -6	G: 51%[activator]

COc1ccc(C(=O)N2CCCn3nc(C)c(-c4ccccc4Oc4ccccc4)c32)cn1
  A: ?	B: 10%[172 µM]	C: ?	D: 1%[88.5 µM]	E: ?	F: -4	G: ?

COc1cc(NC(=O)c2oc3c(c2C)-c2nn(Cc4cccc(Cl)c4)cc2CC3)cc(OC)c1
  A: .	B: .	C: .	D: .	E: 9%	F: 9	G: 65%[activator]

Cc1c(CN2C[C@@H](CN(C)CCO)[C@@H](CO)C2)[nH]c2c(Cl)cccc12
  A: 79µM*	B: -1%	C: 45µM*	D: -4%	E: 12%	F: 2	G: -17%

CC(=O)N1CCC(Oc2ccccc2)C1 (centres undefined)
  A: i	B: 0%	C: 3%	D: i	E: 1%	F: 40	G: -14%

COc1cccc(N2CCN(c3ncnc4c3nc3n4CCCCC3)CC2)c1
  A: .	B: .	C: .	D: .	E: -27%	F: -2	G: ?

COc1ccccc1CCC(=O)N1CCC2(CC1)CC(O)CCO2 (centres undefined)
  A: i	B: 6%	C: i	D: i	E: -14%	F: 8	G: 18%

COc1cccc(N2CCN(C(=O)Cn3ncc4c5ccccc5n(C)c4c3=O)CC2)c1
  A: .	B: .	C: .	D: .	E: -18%	F: -11	G: 2%

Cc1noc(-c2ccccc2Cl)c1C(=O)NCc1cccc(F)c1F
  A: -31%	B: 5%	C: ?	D: i	E: 4%	F: -10	G: 5%

O=C(CC(F)(F)F)N1CCC(c2noc(-c3cccnc3)n2)C1 (centres undefined)
  A: i	B: 8%	C: 4%	D: -10%	E: 7%	F: 13	G: -6%

COc1ccc(-c2cnc3[nH]cc(CC(=O)Nc4cccc(F)c4)c3c2)cc1
  A: ?	B: 5%[172 µM]	C: ?	D: i	E: ?	F: 6	G: -6%[87.6 µM]

COc1cccc(N2C(=O)OCC23CCN(CCCc2ccccc2)C3)c1 (centres undefined)
  A: ?	B: 6%[172 µM]	C: ?	D: -11%[88.5 µM]	E: -7%[87.6 µM]	F: -2	G: -6%[87.6 µM]

Cc1ccc(C2Cn3nnc(-c4noc(-c5ccco5)n4)c3CO2)cc1 (centres undefined)
  A: 0%	B: 7%	C: 0%	D: -12%	E: 14%	F: 0	G: 77%[activator]

Cc1ccc(C)c(S(=O)(=O)N2CCCC(CO)(Cc3cccc(Cl)c3)C2)c1 (centres undefined)
  A: ?	B: -12%	C: ?	D: 1%	E: -1%	F: 10	G: -32%

Cc1cc(C)n(CCc2c(-c3ccccc3)ncn2C(C)CCCC(C)(C)O)n1 (centres undefined)
  A: -19%	B: 10%	C: 1%	D: -1%[11.5 µM]	E: -10%	F: -3	G: -12%

Cn1nnnc1SCCCNCc1ccc(-c2ccc(Br)cc2)o1
  A: .	B: .	C: .	D: .	E: 6%	F: 19	G: 30%[activator]

O=C(NC[C@H]1O[C@@H](CC(=O)N2CCc3ccccc32)[C@H](O)[C@@H]1O)c1ccco1
  A: ?	B: -9%[172 µM]	C: -4%[172 µM]	D: i	E: -4%[87.6 µM]	F: 4	G: -20%[87.6 µM]

Cc1ccccc1-c1[nH]nc2ncc(-c3c(C)noc3C)nc12
  A: ?	B: -24%[172 µM]	C: ?	D: -8%[88.5 µM]	E: 1%[87.6 µM]	F: -4	G: 68%[activator][87.6 µM]

NC1(Cc2cc(CN3CCN(c4ccccc4)CC3)on2)COC1
  A: 0%[138 µM]	B: 12%[172 µM]	C: -5%[172 µM]	D: i	E: 1%[87.6 µM]	F: 0	G: -22%[87.6 µM]

Cc1ccc(Cl)cc1NC(=O)Cn1c(=O)n(Cc2ccccc2)c(=O)c2oc3ccccc3c21
  A: .	B: .	C: .	D: .	E: -3%	F: 20	G: -10%

O=C(c1cc(F)ccc1F)N1CCC(Cc2nc(-c3ccccc3)n[nH]2)CC1
  A: -19%	B: .	C: ?	D: i	E: 3%	F: -5	G: -3%

Cc1nc2n(c1C(=O)NCc1cccs1)CCC(Nc1ccccc1)C2 (centres undefined)
  A: ?	B: -2%[172 µM]	C: ?	D: i	E: 3%[87.6 µM]	F: 20	G: -3%[87.6 µM]

Cc1cnc(C(=O)NC2C[C@H]3CC[C@@H](C2)N3C(=O)CCc2c[nH]c3ccccc23)cn1 (some centres undefined)
  A: 1%	B: 0%	C: 2%	D: i	E: 11%	F: 11	G: 64%[activator]

CCc1oc2ccccc2c1C(=O)c1cc(Br)c(O)c(Br)c1
  A: .	B: .	C: .	D: i	E: ?	F: -15	G: -18%[25.6 µM]

Cc1noc(C)c1CC(=O)N[C@@H]1CN(C2CCOCC2)C[C@H]1CN(C)C
  A: -6%	B: 4%	C: -2%	D: -6%	E: 3%	F: 16	G: ?

Cc1ccc(CNC(=O)CCc2cn(C)c3ccccc23)cc1
  A: .	B: .	C: .	D: .	E: -1%	F: 7	G: -18%

CCOC(=O)N1CCc2c(sc(NCc3cccc(F)c3)c2C(=O)Nc2ccc(OCC)cc2)C1
  A: .	B: .	C: .	D: .	E: 7%	F: -3	G: 26%

Cn1nnnc1SCCCNCc1cccc(OCc2ccc(Cl)cc2)c1
  A: .	B: .	C: .	D: .	E: -22%	F: 2	G: 22%

OC1CC(c2cc(NCCc3nc(Cc4ccccc4)no3)ncn2)C1 (centres undefined)
  A: ?	B: 8%	C: ?	D: -4%	E: 5%	F: 3	G: 7%

2 entries from above, as comma-separated lines.
canonical_smiles,3T3 cytotox,FLuc inh,HEK293 tox,GPT2 inh,HEK293 viab,IP6K1 inh,SNCA expr inhib
C[S+](=O)([O-])NC1CCN(C(=O)c2ccc(-c3cncnc3)cc2)CC1,-2%,.,2%,i,2%[12.5 µM],-7,-25%
CCc1ccc(-n2nc(C)c3c(C)cc(=O)n(CC(=O)N4CCCc5ccccc54)c32)cc1,.,.,.,.,-15%,11,8%
